Source: PubChem
Wnt act: activates Wnt/beta-catenin signaling in a reporter cell assay | activator, plate reader | activation, % at 9.35 µM | actives 1.2% (n = 300,000); in the data active means activation above about 30%, passing the limit was not always enough;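 further: 0% = neutral control wells and 100% = positive control wells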
Numbers without * were called inactive. A portion of the library. The share of hits here may be higher or lower than overall.

Wnt act	molecule
-2	CCCCC[C@@H]1[C@H]2[C@H]3C(=O)N(c4ccccc4)C(=O)[C@H]3CC(=O)[C@H]2[C@H](c2ccccc2)N1S(=O)(=O)c1ccc(C)cc1
60*	Clc1ccccc1NN=Cc1ccccn1
-3	CNc1ncnc(Sc2ccc(Cl)cc2)c1[N+](=O)[O-]
-1	C[C@@H]1CN([C@H](C)CO)C(=O)CCCn2cc(nn2)CO[C@H]1CN(C)S(=O)(=O)c1cccs1
-4	NC(Cc1ccc(Cl)cc1)c1csc(Nc2ccc(S(N)(=O)=O)cc2)n1 (centres undefined)
-5	C#Cc1ccc(NC(=O)C2(C)CCN2C(=O)c2cc(C)n(C)n2)cc1 (centres undefined)
-1	CC(C)(C)NC(=O)C1c2ccccc2OCC(=O)N1Cc1ccccc1 (centres undefined)
-3	CC(C)OC(=O)N(C)C[C@@H]1OCc2cnnn2CCCC(=O)N([C@H](C)CO)C[C@@H]1C
-2	COc1ccc(C(=O)c2[nH]c(N)c(C(=O)NCCc3c[nH]c4ccccc34)c2-c2ccccc2Br)cc1
-2	CCCOc1ccc(F)cc1-c1cc(C(=O)Nc2ccc(OC)c(OC)c2)[nH]n1
-5	COc1ccccc1CCn1cnc(Cc2ccccc2)c1C(C)C
4	O=C(CN1CCC(C(=O)O)CC1)Nc1ccccc1Oc1ccccc1
0	NS(=O)(=O)c1ccc(CCNC(=O)COC(=O)Cc2ccc(Cl)cc2)cc1
-4	Cc1cc(C)n(CCNC(=O)[C@H]2O[C@@H](n3cnc4c(N)ncnc43)[C@H](O)[C@@H]2O)n1
-22	COC(=O)C1=C(C)N(Cc2ccc(C(F)(F)F)cc2)C(=NCc2ccc(C(F)(F)F)cc2)NC1c1cccc(Cl)c1 (centres undefined)
4	CCCCN1CCCCC1(C)C(=O)NCc1cccs1 (centres undefined)
0	Cc1cc(C)cc(Cn2c3ccc(NC(=O)NCCc4cccs4)cc3c(=O)n2C)c1
-2	CCS(=O)(=O)C1C(=O)N(C)C(S(=O)(=O)CC)C(=O)N1C (centres undefined)
-5	COc1cc(C(O)c2nc(-c3ccc(C)c(C)c3)cs2)ccc1F (centres undefined)
-6	CCCCCCCCN1C(=O)[C@H](CC(=O)NCc2ccccc2)C[C@@]2(C(=O)OCC)CCC=C12
0	CCCCS(=O)(=O)NC(=O)C1(C)CCN1C(=O)C/C=C/c1ccccc1 (centres undefined)
-1	C=CCOc1cccn2c(N(C)C(=O)c3ccncc3)c(CC)nc12
-2	CN1CCCCC(NC(=O)c2cccc([N+](=O)[O-])c2)C1=O (centres undefined)
-2	CC(C)CNc1ncnc2c1ncn2[C@H]1CN(Cc2ccco2)C[C@@H](CO)O1
-2	CCc1nc2c(OCc3ccccc3C)cccn2c1N(C)C(=O)c1ccco1
0	CC1(C(=O)NS(=O)(=O)c2ccc(Cl)s2)CCN1C(=O)Cc1ccc(-c2ccccc2)cc1 (centres undefined)
-1	N#Cc1ccc(C(=O)N2CCC3CC2c2cc(N4CCCCC4)ccc23)cc1 (centres undefined)
7	CC(C)C1C(=O)N(Cc2cn(CCC3OCCO3)nn2)CCS(=O)(=O)N1Cc1ccc(-c2ccc(Cl)c(Cl)c2)cc1 (centres undefined)
-3	Cc1ccc([C@H]2C[C@H](O)[C@@H](n3cc(-c4ccc(F)cc4)nn3)CN2Cc2cccs2)cc1
6	CCOC(=O)c1cnc(-c2ccc(C(F)(F)F)cn2)[nH]c1=O
-1	CC(=O)NC(c1cccc(F)c1)c1nc(-c2ccccc2C)cs1 (centres undefined)
-4	COc1ccc(N2C(=O)N3[C@H](c4cccc(C)c4)[C@@H]4C(=O)N(Cc5ccccc5)C(=O)[C@@H]4[C@]3(Cc3ccccc3)C2=O)cc1
-3	FC(F)(F)c1ccccc1Cc1c(-c2ccco2)nc2c3ccccc3ccn12
0	CC(C)NC(=O)N(C)C[C@H]1OCc2cnnn2CCCC(=O)N([C@H](C)CO)C[C@@H]1C
-5	COC(=O)c1cc2c(c3c4ccccc4n(S(=O)(=O)c4ccc(OC)cc4)c13)C(=O)N(Cc1ccc(N(C)C)cc1)C2
-4	C[C@H]1CN([C@@H](C)CO)S(=O)(=O)c2ccc(C#CC3CC3)cc2O[C@H]1CN(C)C(=O)c1cccnc1
0	CC1(O)C(=O)C2(C)C=CC1C1C(=O)N(c3ccccc3)C(=O)C12 (centres undefined)
-8	CC(NC(=O)/C(C#N)=C/c1ccc(Cl)c([N+](=O)[O-])c1)c1ccccc1 (centres undefined)
2	O=C(NCc1ccccc1)C(C1CC1)n1c(-c2cccs2)nc2ccccc21 (centres undefined)
-2	Cc1ccc2[nH]c3c(N4CCN(Cc5ccc6c(c5)OCO6)CC4)ncnc3c2c1
-1	COc1ccc([C@H]2C[C@@H](n3cc(C4CC4)nn3)[C@H](O)CN2CC2CCCCC2)cc1
-2	COc1ccc([C@H]2C[C@H](n3cc(-c4ccc(F)cc4)nn3)[C@@H](O)CN2C(=O)C2CCCCC2)cc1
2	COc1ccc(CNC(=O)O[C@H]2C[C@@H]3C(=O)N(c4ccccc4)C(=O)[C@@H]3[C@@H]3CN(S(=O)(=O)c4ccc(C)cc4)C[C@]23O)cc1OC
-5	Cc1cc(Br)cn2c(Cc3ccccc3)c(-c3cccc(Br)c3)nc12
1	CC1CCN(C(=O)c2ncn3c2C(=O)NC[C@H]3C)CC1
3	Cc1cc(OC2CCCCC2)nc(NCc2ccccc2)n1
-4	COc1ccccc1-c1cnc(C(O)c2ccc(F)c(F)c2)[nH]1 (centres undefined)
-2	Cc1ccccc1S(=O)(=O)N(C)C[C@@H]1OCc2cnnn2CCCC(=O)N([C@@H](C)CO)C[C@H]1C
-5	COC(=O)[C@@]12C[C@@H](CC(=O)NCCCCc3ccccc3)C(=O)N(CCc3ccc(OC)c(OC)c3)C1=CCC(C)(C)C2
-3	CSc1nc(=O)n(CCC#N)nc1SC

The list continues.
Wnt act	molecule
-2	Cc1cc(Br)cn2c(Cc3ccsc3)c(-c3cccc(Cl)c3)nc12
-2	COc1ccc(OC)c(CN2C(=O)c3ccccc3C2c2nnnn2-c2c(C)cccc2C)c1 (centres undefined)
-1	COc1ccccc1Cn1c(=O)oc2ccccc21
-2	COCCNC(=O)C1(C)CCCN(Cc2cc3ccccc3o2)C1 (centres undefined)
-1	COc1ccc(S(=O)(=O)N2CCCCC2c2cc(C(=O)NCc3ccccc3)no2)cc1 (centres undefined)
-1	O=C(c1ccc(C(F)(F)F)cc1)N1CCC(=O)N([C@H](COCc2ccc(Cl)cc2)Cc2ccccc2)CC1
-2	O=C(NC1CCCc2c1cnn2-c1ccccc1F)c1ccncc1 (centres undefined)
-1	CC1(C)OC(=O)C2=C(C[C@@H](C3CC3)O[C@H]2CCc2cccc(Cl)c2)O1
20	COc1ccc(CCNC(=O)Nc2nc(C(N)Cc3ccccc3)cs2)cc1OC (centres undefined)
16	CC(C)CC1c2[nH]c3ccccc3c2CCN1C(=O)c1cnccn1 (centres undefined)
-1	CCOC(=O)[C@]12CCCC=C1N(Cc1cccc3ccccc13)C(=O)[C@H](CC(=O)N1CCN(C(=O)C3CC3)CC1)C2
-3	CCNC(=O)C1(C)CCN(Cc2ccccc2C#N)C1 (centres undefined)
-20	CN(C)CCOc1ccc2c(c1)C(=O)C(=Cc1ncc([N+](=O)[O-])n1C)C2
1	Nc1ncnc2c1ncn2C1OC(CO)CC1O (centres undefined)
-2	Cc1ccc(S(=O)(=O)N2CCC(=O)N([C@H](COCc3ccc(C(F)(F)F)cc3)C(C)C)CC2)cc1
-2	CC1(C(=O)NCc2ccc3c(c2)OCO3)CCN1CCc1ccccc1 (centres undefined)
-4	Nc1[nH]c(C(=O)c2ccccc2)c(-c2c(F)cccc2F)c1C(=O)c1ccc(Cl)c(Cl)c1
0	O=C1CNC(c2ccccc2)C(c2ccccc2)N1 (centres undefined)
-1	C[C@H](CO)NC(=O)c1[nH]cnc1C(=O)Nc1cccc(Cl)c1
1	COc1ccc(S(=O)(=O)Nc2cc3c4c(c2)CC(=O)N4CCC3)cc1OC
-1	O=S(=O)(Nc1ccc(C(O)(C(F)(F)F)C(F)(F)F)cc1)c1cccc2ccccc12
-5	COc1ccc(Sc2cccc3c2S(=O)(=O)N(C2CC2)C[C@@H](COCc2ccccc2)O3)cc1OC
4	O=C(CCc1ccc(O)cc1)N/N=C/c1coc2ccccc2c1=O
-1	CSc1ccc(CN2CCC2(C)C(=O)NCc2cccc(C(F)(F)F)c2)cc1 (centres undefined)
-2	Cc1ccc(CNC(=O)/C=C/[C@H]2O[C@@H](n3cc(C)c(=O)[nH]c3=O)C[C@@H]2O)o1
-14	COC(=O)C1=C(C)N(Cc2ccccc2C(F)(F)F)C(=NCc2ccccc2)NC1c1ccc(Cl)cc1 (centres undefined)
-2	CC(=O)Nc1ccc(CNc2nc(NC(C)C)nc3ccsc23)cc1
-2	CCCc1c(C)nc2scc(-c3ccc(Cl)cc3)n2c1=O
-1	CN1C(=O)N(C)N(Cc2ccccc2)C(=O)N1Cc1ccccc1
-5	COc1cc(CN2C(=O)C(Cc3ccccc3)ON=C2c2ncccc2C)cc(OC)c1 (centres undefined)
-2	COC(=O)CCCCCN1C(=O)NC(c2ccc(-c3ccccc3)cc2)C(C(=O)OCc2ccccc2)=C1C (centres undefined)
-2	CCN(CCO)CC1CCCC2CCCCC21 (centres undefined)
0	O=C(CCNC(=O)N1CC(=O)Nc2ccccc21)NCc1ccccc1
-3	CCOC1=C2CN(S(=O)(=O)c3ccc(C)cc3)[C@@H](c3ccccc3)C[C@H]2[C@H]2C(=O)N(c3ccccc3)C(=O)[C@H]2C1
-3	COC(=O)[C@@]1(Sc2ccc(C)cc2)CC(=O)N[C@@H]1c1ccccc1
-1	CCCNC(=O)c1cc(C2CCCCN2C(=O)c2ccc3ccccc3c2)on1 (centres undefined)
-1	Cc1cc(C)n2c(Nc3c(C)cccc3C)c(-c3cccnc3)nc2n1
18	N=c1c2c3c(sc2ncn1Nc1ccccc1)CCC3
-1	COc1ccc(NC(NC(=O)c2cccnc2)C(Cl)(Cl)Cl)cc1 (centres undefined)
-5	COc1ccc(CNS(=O)(=O)c2cc(Cl)ccc2N2CC[C@@H](O)C2)cc1
-2	O=C(NC1CCCCC1)C(c1cccc2ccccc12)n1c(=O)c(-c2ccco2)nc2ccccc21 (centres undefined)
0	COc1ccccc1Nc1nc(NCCO)nc(N)c1[N+](=O)[O-]
1	CCCCN(C(C)=O)c1c(CC)nc2ccc(C(=O)NCCCN(C)C)cn12
1	COc1ccc2c(c1)C(=O)O[C@@H](c1ccccc1)C[C@@H](O)C(=O)CC2
-1	O=C(C(=O)N1CCN(C(=O)OCc2ccccc2)CC1)c1cccs1
-2	COc1cc(NC(=O)C2(C)CCCN(C(C)C)C2)cc(OC)c1OC (centres undefined)
-3	COc1ccc(-c2noc(CN(C)C(=O)CCCN3C(=O)[C@H]4CC=CC[C@H]4C3=O)n2)cc1
-5	CS(=O)(=O)c1ccc(-c2cc(NC=O)c3ncc(-c4ccc(F)cc4)n3c2)cc1
-5	O[C@H]1C[C@H](c2ccc(Cl)cc2)N(CC2CCCCC2)C[C@@H]1n1cc(C2CC2)nn1
0	COCCN1C[C@@H](CO)O[C@@H](n2cnc3c(NC(C)C)ncnc32)C1

The results go on:
Wnt act	molecule
2	CCCS(=O)(=O)NC(=O)C1(C)CCCN(C(=O)c2c(F)cccc2F)C1 (centres undefined)
0	C[C@@H]1CN([C@@H](C)CO)C(=O)CCCn2nncc2CO[C@H]1CN(C)S(=O)(=O)c1ccccc1C#N
-2	CC(=O)Nc1cccc(C(=O)NNC(=O)c2ccc(NS(=O)(=O)c3cccs3)cc2)c1
0	CCCCC(=O)N(C)c1c(C)nc2ccc(C(=O)N(C)CCN(C)C)cn12
-1	CC(C)C[C@H]1CN(CCCC[C@H]2CNC(=O)C(=O)N2CCC2CCCCC2)C(=O)C(=O)N1CCc1ccccc1
-2	CC1(C(=O)Nc2ccc3nc[nH]c3c2)CCN1C(=O)C1(c2ccccc2)CCCC1 (centres undefined)
3	O=C(NCc1ccccc1Cl)c1csc([C@H]2C[C@H](O)[C@@H](CO)O2)n1
0	CC(C)[C@H](NC(=O)N1CCOCC1)C(=O)N1CCC[C@H]1C(=O)NCc1ccccc1

Arranged by heavy-atom count (ascending): some entries from above.
Wnt act	molecule
18	N=c1c2c3c(sc2ncn1Nc1ccccc1)CCC3
-1	COc1ccc(NC(NC(=O)c2cccnc2)C(Cl)(Cl)Cl)cc1 (centres undefined)
3	O=C(NCc1ccccc1Cl)c1csc([C@H]2C[C@H](O)[C@@H](CO)O2)n1
0	COCCN1C[C@@H](CO)O[C@@H](n2cnc3c(NC(C)C)ncnc32)C1
2	CCCS(=O)(=O)NC(=O)C1(C)CCCN(C(=O)c2c(F)cccc2F)C1 (centres undefined)
0	CCCCC(=O)N(C)c1c(C)nc2ccc(C(=O)N(C)CCN(C)C)cn12
1	CCCCN(C(C)=O)c1c(CC)nc2ccc(C(=O)NCCCN(C)C)cn12
-5	O[C@H]1C[C@H](c2ccc(Cl)cc2)N(CC2CCCCC2)C[C@@H]1n1cc(C2CC2)nn1
0	CC(C)[C@H](NC(=O)N1CCOCC1)C(=O)N1CCC[C@H]1C(=O)NCc1ccccc1
-2	CC(=O)Nc1cccc(C(=O)NNC(=O)c2ccc(NS(=O)(=O)c3cccs3)cc2)c1
-3	COc1ccc(-c2noc(CN(C)C(=O)CCCN3C(=O)[C@H]4CC=CC[C@H]4C3=O)n2)cc1
0	C[C@@H]1CN([C@@H](C)CO)C(=O)CCCn2nncc2CO[C@H]1CN(C)S(=O)(=O)c1ccccc1C#N
-2	O=C(NC1CCCCC1)C(c1cccc2ccccc12)n1c(=O)c(-c2ccco2)nc2ccccc21 (centres undefined)
-1	CC(C)C[C@H]1CN(CCCC[C@H]2CNC(=O)C(=O)N2CCC2CCCCC2)C(=O)C(=O)N1CCc1ccccc1
